# TAG inh = inhibitors of triacylglycerol accumulation; H9c2 cells, Nile Red lipid (TAG) fluorescence; cells loaded with 200 µM oleic acid; inhibition, % at 12.5 µM; actives 0.66% (n = 230,000); AID 651582;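 active means pattern-corrected inhibition of lipid staining of at least 50% with the nuclear-stain viability signal not falling by more than 50%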;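 further: 0% = DMSO wells and 100% = triacsin C control wells; some results filed as inactive read as strong as hits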
# TAG inh DAPI viability = further read-out of TAG inh, marked with its call; DAPI nuclei signal change (viability), lower = more cytotoxic, %;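 whole-well DAPI fluorescence read on a plate reader as a viability signal; minus 50 percent equals half of cells still viable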
# * marks the source's active call; other numbers are inactive results. Only part of the results is shown; the hit share may differ from the screen's.
item	smiles	TAG inh	TAG inh DAPI viability
1	O=C(CCc1nc(-c2ccc(Cl)cc2)no1)NCC1CCCO1 (configuration not stated)	2.7	2.5
2	Cc1ccc(-c2nnc(N3CCOCC3)c3ccccc23)cc1S(=O)(=O)NCc1cccnc1	-18.4	-0.8
3	COc1cccc(C(=O)N(c2ccccc2)C2C=CS(=O)(=O)C2)c1 (configuration not stated)	1.2	-3.7
4	CCN(CC)c1ccc(C(=O)OCC(=O)c2ccco2)cc1	-1.1	-4.2
5	COc1ccc(NC(=O)C2(C)CCN2Cc2ccccc2Cl)cc1OC (configuration not stated)	-33.9	2.1
6	OCC1(Cc2cccc(F)c2)CCN(Cc2cccc3nccnc23)CC1	-17.1	-3.8
7	Cc1[nH]nc2c1C1(CCN(C(=O)OCc3ccccc3)CC1)C(C#N)=C(N)O2	15.7	-14.7
8	Cc1noc(C)c1S(=O)(=O)N1CCC(C(=O)N2CCN(c3ccccc3Cl)CC2)CC1	13.6	-11.1
9	CCOC(=O)c1c(NC(=O)CCl)sc(CN(C)C)c1-c1ccccc1	12.2	11.5
10	OCC1(Cc2ccccc2)CCN(Cc2cnn(-c3ccccc3F)c2)CC1	20.5	-9.2
11	O=C1/C(=C/c2ccc(F)c(F)c2)CSc2sccc21	-6.0	-4.1
12	NC(=O)COc1ccc(NC(=O)OCc2ccccc2)cc1	-2.3	-1.7
13	C[C@]12C=CC(=O)C=C1CCC1C2CC[C@@]2(C)C1CCC21OCCO1 (some centres not stated)	-10.0	-2.9
14	CCN1C(=O)N[C@@H](c2ccccc2)[C@H](C(C)=O)[C@H]1C	-7.5	-6.3
15	CCN(CC)CCCNc1nc2cc(OC)c(OC)cc2c2nc(-c3ccccc3)nn12	60.6*	58.7*
16	Cc1ccc(C)c(-n2c(SCC(=O)N3CCC(C(=O)O)CC3)nnc2-c2cccc(Cl)c2)c1	8.7	5.4
17	CCN(CC)C(=O)c1cccc(-c2csc(C(C)(O)c3ccccc3)n2)c1 (configuration not stated)	-11.9	-5.4
18	CCCCNC(=O)COC(=O)c1ccccc1F	10.4	-2.5
19	COC(=O)c1ccc(COC(=O)C(CCSC)NC(=O)COc2ccccc2)cc1 (configuration not stated)	-4.3	-2.1
20	COc1ccc2c(c1OC)C(=O)OC2Nc1nc(-c2cc3cc(Br)ccc3oc2=O)cs1 (configuration not stated)	5.0	-0.1
21	N#Cc1ccc(NCC(=O)N2CCN(S(=O)(=O)c3ccccc3)CC2)cc1	5.4	-10.6
22	COCCCNC(=O)CC1C[C@H](C(=O)N2CCCCC2)[C@@]2(C)c3[nH]c4ccccc4c3CCN2C1=O (some centres not stated)	-3.0	-1.5
23	Cc1ccc(-c2nnc(N3CCN(S(C)(=O)=O)CC3)c3ccccc23)cc1	15.2	-6.7
24	COc1ccccc1NC(=O)C(=O)NNC(=O)c1ccco1	15.8	-8.9
25	O=C1CCN(Cc2ccccc2)CCN1[C@H](COc1ccccc1)c1ccccc1	-12.6	2.7
26	COCCN(C(=O)CSc1nnc(-c2ccco2)n1C)c1c(N)n(CC(C)C)c(=O)[nH]c1=O	-42.3	4.6
27	CC1(C)CC2(CC(c3ccc(F)cc3)c3ccc(O)cc3O2)NC(=S)N1 (configuration not stated)	-1.7	3.7
28	O=C(Nc1cnc2ccccc2c1)c1ccco1	17.5	-7.4
29	Cc1ccc(NC(=O)CSc2nc3nn(-c4ccccc4)c(=O)c-3c3n2CCCCC3)cc1F	17.9	-10.3
30	COc1ccc(NC(=O)CSc2nnc(CNc3ccc(C)cc3)n2C)cc1	13.7	-11.2
31	O=C(CSc1nc(-c2ccc(Cl)cc2)[nH]c(=O)n1)Nc1cccc(Cl)c1	-9.3	13.0
32	Cc1ccc(NC(=O)N2CCOCC2)cc1NC(=O)N1CCOCC1	8.6	-8.1
33	CC(OC(=O)Cc1ccc(Br)cc1)C(=O)NC1CCCC1 (configuration not stated)	-0.1	2.4
34	CC(=O)/C(C#N)=C1\NC(=O)C(Cc2ccc(F)cc2)S1 (configuration not stated)	9.9	5.9
35	COCc1cc(=O)[nH]c2cc(NC(=O)C(C)(C)CCl)c(C)cc12	-3.3	1.9
36	COc1cccc(CNc2nc3nc4c(c(=O)n3[nH]2)CCC4)c1	-19.3	5.3
37	Cc1cc(C)c(S(=O)(=O)NC(C)C)c(C)c1-n1cnnn1	-12.2	0.5
38	CCN1CCc2c(sc3c2c(NCc2ccco2)nc2nnnn23)C1	-8.4	5.5
39	Cc1cc(=O)oc2c(C)c(OCC(=O)N(C)C)ccc12	-5.3	-3.1
40	Cc1cc(C(=O)COC(=O)CN(C)S(=O)(=O)c2ccc(Cl)cc2)c(C)n1CC1CCCO1 (configuration not stated)	5.0	-10.9
41	Cc1ccc(/C=N\NC(=O)CCc2n[nH]c(=O)[nH]c2=O)o1	-2.8	1.5
42	CCCCn1c(N)c(N(CCOC)C(=O)c2ccc(N(C)S(=O)(=O)c3ccc(C)cc3)cc2)c(=O)[nH]c1=O	3.7	2.5
43	O=c1[nH]c2ccc(NS(=O)(=O)c3ccc4ccccc4c3)cc2[nH]1	8.6	-10.2
44	CCNC(=O)CSc1ncnc2sccc12	16.7	-11.2
45	COc1ccccc1C1=NOC(Cn2c(NCC3CCCO3)nc3c2c(=O)n(C)c(=O)n3C)C1 (configuration not stated)	1.9	-0.1
46	O=c1c2ccccc2nc(SCc2ccc(F)cc2Cl)n1CCCN1CCOCC1	-29.7	5.6
47	COC(=O)CSc1cc([N+](=O)[O-])ccc1NC(=O)OC	9.7	-1.1
48	CN(C)c1nc(-c2ccccn2)nnc1-c1ccccc1	-87.4	12.7
49	Cc1ccc2cc(CN(CC3CCCO3)C(=O)Nc3ccccc3F)c3nnnn3c2c1 (configuration not stated)	-10.2	-3.3
50	O=C(NC1CCCN(Cc2ccc(Cl)cc2)C1)c1ccccc1C(F)(F)F (configuration not stated)	-13.5	1.1
51	CC(=O)c1ccc(NC(=O)CCS(=O)(=O)c2ccc3c(c2)n(C)c(=O)c(=O)n3C)cc1	4.2	-0.9
52	O=C(/C=C/c1ccccc1)Oc1ccccc1C(=S)N1CCOCC1	13.3	5.3
53	COc1ccc(CN(CC2CCC(C(=O)O)CC2)C(=S)Nc2cc(Cl)ccc2OC)cc1 (configuration not stated)	4.2	-10.8
54	O=C(CCN1C(=O)C2C3C=CC(C3)C2C1=O)NCc1cccnc1 (configuration not stated)	-6.2	-1.8
55	O=C(Cn1c(=O)sc2ccccc21)NCc1ccccn1	2.7	0.6
56	CN1CC(C(=O)O)Cc2c1ccc1ccccc21 (configuration not stated)	8.1	-4.3

# Next part
item	smiles	TAG inh	TAG inh DAPI viability
57	CCc1noc(C)c1C(=O)Nc1cccc2ncccc12	9.7	-2.5
58	CC(C)N(Cc1nc(-c2ccc(Cl)cc2)no1)C(=O)CCC1CCCC1	10.7	-6.2
59	Cc1ccc(NC(=O)N2CCCC2C(=O)NCc2cccs2)cc1 (configuration not stated)	-10.9	29.3
60	CCC1CCCCN1C(=O)COC(=O)c1cccs1 (configuration not stated)	0.3	43.3
61	Cn1cccc1/C=N\NC(=O)Cc1ccc(Br)c2ccccc12	-40.6	11.1
62	O=C(CN1CCCc2ccccc21)NC(=O)NC1CCCCC1	-19.7	9.3
63	Cc1cc(NC(=O)c2ccccc2)ccc1NC(=O)Cc1ccccc1	1.8	-10.4
64	O=C(Cc1nnc(NC(=O)Nc2ccccc2F)s1)NCc1ccccc1	7.4	4.3
65	O=C(CCn1c(=O)[nH]c2ccccc2c1=O)N1CC=C(c2ccccc2)CC1	-11.6	4.3
66	CC1CCN(S(=O)(=O)c2ccc3c(c2)C(=NO)c2cc(S(=O)(=O)N4CCC(C)CC4)ccc2-3)CC1	84.1*	3.6*
67	O=C(CCNS(=O)(=O)c1cccc2nonc12)NC1CCCc2ccccc21 (configuration not stated)	4.6	4.3
68	CCC1=C(OC(=O)N(CC)CC)N2C(=O)OC(=NCC(=O)OC)[C@]2(Cc2ccccc2)[C@H]2C1=CC[C@H]1C(=O)N(c3ccccc3)C(=O)[C@H]12	-16.7	-5.8
69	CN(C(=O)COC(=O)c1nc(Cl)ccc1Cl)C1CCS(=O)(=O)C1 (configuration not stated)	16.8	-5.8
70	Cc1ccc(CN2CCN(Cc3ccc(-n4cccn4)cc3)CC2CCO)cc1 (configuration not stated)	8.1	15.6
71	COc1ccc(S(=O)(=O)N2CCOCC2)cc1NC(=O)c1ccc(Cl)cc1	4.5	-4.7
72	CC(=O)c1cccc(N(CC(=O)NCC2CCCO2)C(=O)CCC(=O)Nc2cc(C)on2)c1 (configuration not stated)	3.1	-2.1
73	COc1ccc(/C=N/NS(=O)(=O)c2ccc(C)cc2)cc1OC(=O)c1ccccc1	-16.3	-2.8
74	Cc1oc(-c2ccccc2)nc1Cn1cccc1C1=NC(c2ccccc2)CO1 (configuration not stated)	-8.4	11.0
75	Cc1cc(C)cc(OCC(=O)OCC(=O)N(C)CC(=O)Nc2ccc(F)cc2)c1	-3.4	0.7
76	O=C(Nc1cccc(C(F)(F)F)c1)NC1CCCCC1	4.3	8.2
77	COc1ccc(CCNc2ccc(C(CC(N)=O)NC(=O)c3ccc(Br)cc3)cc2[N+](=O)[O-])cc1 (configuration not stated)	2.6	-0.5
78	COc1cc(-c2nc(N)n[nH]2)cc(OC)c1OC	-6.5	-5.8
79	CCOc1ccc(-c2cccc(NC(=O)c3ccc(Br)o3)c2)nn1	0.6	-4.0
80	O=C(CN1C(=O)C2C3C=CC(C4CC34)C2C1=O)NCc1ccco1 (configuration not stated)	-0.6	2.2
81	COc1ccc([N+](=O)[O-])cc1NC(=O)c1ccc(N(Cc2ccccc2Cl)S(C)(=O)=O)cc1	-3.7	1.1
82	Cc1nn(Cc2ccccc2)c(C)c1NS(=O)(=O)c1ccccc1	-7.2	-0.4
83	COc1ccc(C)cc1NC(=O)c1ccc([N+](=O)[O-])cc1[N+](=O)[O-]	10.4	-11.3
84	CCC1([N+](=O)[O-])COC(c2ccc(OC)cc2)OC1 (configuration not stated)	-12.1	6.9
85	CCOc1ccc2nc(N(CCCN(C)C)C(=O)c3ccc(S(=O)(=O)N4CCc5ccccc5C4)cc3)sc2c1	11.1	14.4
86	CCCCCCn1c(COc2ccccc2F)nnc1SCC(=O)NC1CCS(=O)(=O)C1 (configuration not stated)	-1.3	-2.5
87	COc1ccc(-c2noc(-c3ccccc3-c3ccccc3)n2)cc1OC	-18.4	8.5
88	O=C(OCC(=O)N1CCCC1)c1ccc(S(=O)(=O)N2CCOCC2)cc1	-0.5	-11.6
89	CC(C)OC(=O)N(C)C[C@@H]1OCc2cnnn2CCCC(=O)N([C@H](C)CO)C[C@@H]1C	-13.6	1.6
90	CCOC(=O)c1cc(-c2ccccc2)nn1Cc1cc(CC)no1	-4.3	0.2
91	Cc1cc(OCC(=O)NNC(=O)c2cccnc2)cc(C)c1Cl	26.4	-3.2
92	Cc1ccc(S(=O)(=O)CCC(=O)OCC(=O)Nc2cc(F)ccc2C)cc1	13.0	-1.5
93	C[C@H](NC(=O)c1nc[nH]c1C(=O)N1CCN(C(=O)OC(C)(C)C)CC1)c1ccccc1	-2.6	4.6
94	CCOCCCn1c(=S)[nH]c2cc3c(cc2c1=O)OCO3	15.6	-9.8
95	N#CCCN(C(=O)COC(=O)CCc1nc2ccccc2c(=O)[nH]1)c1ccccc1F	-8.0	-1.7
96	CCCCn1c(N)c(N(CCOC)C(=O)COC(=O)c2cc(CC)c(C)s2)c(=O)[nH]c1=O	2.2	-4.0
97	O=S(=O)(c1ccc(Br)cc1)N1CCC2(CC1)OCCO2	-20.9	0.6
98	Cc1ccc2[nH]c(C(=O)O)c(NC(=O)CN3CCN(c4cccc(C)c4C)CC3)c2c1	-22.7	3.9
99	CCc1nccn1S(=O)(=O)c1ccc(Br)cc1Br	-2.8	-7.6
100	NC(=O)Cc1nc(-c2ccc([N+](=O)[O-])cc2)cs1	12.0	31.8
101	CCN(CC(=O)NCc1ccccc1Cl)CC(=O)Nc1c(F)cccc1F	-1.4	-6.5
102	CCOC(=O)[C@@H]1[C@H]2COc3cc(OC)ccc3[C@H]2N2C(=O)N(c3ccc(C(F)(F)F)cc3)C(=O)[C@@]12C	-5.4	7.5
103	OCc1cc(C(O)CNCCCCCCOCCCCc2ccccc2)ccc1O (configuration not stated)	13.1	-3.7
104	Cn1c([N+](=O)[O-])cnc1COC(N)=O	-8.8	6.3
105	C[C@H](NS(=O)(=O)c1ccc2c(c1)OCCCO2)C(=O)N1CCN(c2ccc(F)cc2)CC1	-23.0	-4.2

# Bioassay records as filed in PubChem BioAssay.
